# From PubChem BioAssay
# GPR55 beta-arrestin – GPR55 agonists via beta-arrestin recruitment, primary screen, imaging, U2OS cells, beta-arrestin-GFP redistribution (AID 1961); U2OS GPR55 beta-arrestin-GFP redistribution imaging; higher % means a stronger effect; one-dose activation, % at 10 µM; EC50 in µM for titrated hits; 290,000 compounds, 0.048% hits;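 active means activation above 40% with more than 50 cells counted in the well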;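 further: U2OS osteosarcoma cells stably expressing GPR55 and beta-arrestin-GFP; plate controls were DMSO negative control for no effect and LPI positive control for full effect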
# GPR35 antagonists – GPR35 antagonists blocking zaprinast-driven arrestin recruitment, primary screen, imaging, U2OS, beta-arrestin-GFP, zaprinast agonist (AID 2058); G-protein coupled receptor 35 (Homo sapiens); 290,000 compounds, 0.052% hits; inhibition, % at 10 µM; hits with a dose series show IC50 in µM; U2OS GPR35 beta-arrestin-GFP translocation imaging, zaprinast antagonism; higher % means a stronger effect;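 active means inhibition of at least 50% with at least 30 cells and total cytoplasm GFP at most 10,000,000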
# GPR55 antagonists – GPR55 antagonists blocking LPI-driven arrestin recruitment, primary screen, imaging, U2OS, beta-arrestin-GFP, LPI agonist (AID 2013) | G-protein coupled receptor 55 (Homo sapiens) | U2OS GPR55 beta-arrestin-GFP translocation imaging, LPI antagonism; higher % means a stronger effect | one-dose inhibition, % at 10 µM; IC50 in µM for titrated hits | 290,000 compounds, 0.13% hits;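 active means spots per cell inhibited over 60%, with over 100 cells counted and total cytoplasm intensity under 500,000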;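 further: U2OS cells stably carrying GPR55 and arrestin-GFP stimulated by 5 µM LPI near EC80; imaged beta-arrestin-GFP aggregate spots per cell after agonist stimulation; plate controls were LPI-stimulated DMSO wells for no effect and DMSO wells without LPI for full effect; some results filed as inactive read as strong as hits; confirmed hits need IC50 under 10 µM and bright autofluorescent wells are also inconclusive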
# Hep lipid drop – inhibitors of hepatocyte lipid droplet formation, primary screen, imaging, high-throughput imaging, BODIPY stain; AID 1656, 2009; AML12 mouse hepatocytes, oleate lipid droplets; inhibition, % at 6.5 µM; 240,000 compounds, 0.4% hits;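 active means lipid droplet intensity inhibited by at least 50%, with more than 500 cells counted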
#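 material = mouse AML12 hepatocyte cell line, fixed after treatment | also added = 100 µM oleic acid challenge | doses = compound at 6.5 µM only | schedule = overnight exposure | technique = Image-based BODIPY and DAPI two-channel analysis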
# MgcRacGAP inhibition – MgcRacGAP GTPase-activating activity inhibitors, confirmation, biochemical, ADP Hunter fluorescence | AID 624330, 2012 | MgcRacGAP-stimulated Rac1 GTP hydrolysis, ADP Hunter fluorescence; higher % means a stronger effect; GST-tagged Rac1 F28L mutant substrate | Rac GTPase-activating protein 1 (Homo sapiens) | one-dose inhibition, % at 30 µM; IC50 in µM for titrated hits | 340,000 compounds, 0.6% hits;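 active means first-screen hits whose inhibition reached a set limit at any dose in the follow-up dose series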;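 further: fluorescence reports GDP produced by GAP-driven GTP hydrolysis; strong numbers were not always called active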
# LYP inhibition – inhibitors of LYP phosphatase, biochemical, fluorescence intensity, uHTS (AID 1779) | Tyrosine-protein phosphatase non-receptor type 22 (Homo sapiens) | inhibition, % at 11.5 µM, or IC50 in µM where a hit was titrated | 290,000 compounds, 0.054% hits | recombinant LYP phosphatase, fluorescence intensity; higher % means a stronger effect; in the data active means inhibition above about 50%;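 further: plate controls were vehicle with enzyme for no effect and no enzyme for full effect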
# T cell HTS – modulators of CD8 T cell-vesicle binding, primary screen, mouse 2C CD8+ T cells, flow cytometry. 2C CD8+ T cell-vesicle binding; hits give low values. calls only at 7 µM. 330,000 compounds, 0.068% hits;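 active means response, share of CD8 T cells binding vesicles, and their 90th percentile fluorescence all below set limits, cut at about 80% in these data, passing the limit was not always enough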
#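 material = purified 2C TCR transgenic mouse naive CD8+ T cells | controls = Unloaded micro-vesicles (low), QL9 vesicles with 0.7% DMSO (high) | detection = cytometric PE anti-B7-1 and Alexa647 anti-CD8 signals after 1% paraformaldehyde fixation | incubation = binding step 1.5 h, 37 °C, antibody labelling 20 min, ice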
# Large T inhibition – SV40 large T antigen inhibitors, biochemical (AID 1903); SV40 large T antigen ATPase/helicase inhibition assay; higher % means a stronger effect; inhibition, % at 20 µM; hits with a dose series show IC50 in µM; 310,000 compounds, 0.39% hits; in the data active means a potency from the dose series; further: strong numbers were not always called active
# NTR1 agonist – agonists of NTR1, primary screen, imaging, U2OS cells, beta-arrestin-GFP, high content (AID 493036); Neurotensin receptor type 1 (Homo sapiens), P30989; NTR1-U2OS beta-arrestin-GFP spot imaging, agonist mode; activation, % at 20 µM; 330,000 compounds, 0.17% hits;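 active means activation at or above 40% of the spot to cytoplasm intensity ratio, with at least 20 cells analyzed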;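 further: 0% = DMSO without peptide and 100% = 100 nM NTR1 peptide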
# Target sequence (P30989 whole entry, looked up): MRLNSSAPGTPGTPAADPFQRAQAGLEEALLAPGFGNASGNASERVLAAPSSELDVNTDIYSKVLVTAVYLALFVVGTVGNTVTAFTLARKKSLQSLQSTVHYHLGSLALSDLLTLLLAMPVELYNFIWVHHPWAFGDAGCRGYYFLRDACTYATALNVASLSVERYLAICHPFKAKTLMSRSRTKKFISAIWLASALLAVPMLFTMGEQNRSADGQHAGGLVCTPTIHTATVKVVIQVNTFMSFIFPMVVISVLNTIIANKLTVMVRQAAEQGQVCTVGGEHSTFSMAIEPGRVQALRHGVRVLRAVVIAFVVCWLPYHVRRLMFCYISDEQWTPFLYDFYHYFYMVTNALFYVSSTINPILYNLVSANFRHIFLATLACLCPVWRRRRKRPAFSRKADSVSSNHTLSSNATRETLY
# Hep lipid drop cells 6.5 µM – further read-out of Hep lipid drop, marked with its call; cell count; measured here: cell count, cytotoxicity flag;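 cells counted across two imaged fields per well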
# T cell HTS vesicle-bound % – recorded beside T cell HTS, whose call it bears; double positive events, %; measured here: CD8+ vesicle-bound cell fraction;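 binding gate set so that unloaded-vesicle control wells show 10% double positive cells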
# NTR1 agonist cell count 20 µM – further read-out of NTR1 agonist, marked with its call; cell count; measured here: cell count, cytotoxicity flag
# * marks the source's active call; other numbers are inactive results; i = inactive; · = not tested or not shown. The order is random. About 1.8% of those tested had a hit in this group.
1) O=C(NC(NC(=S)Nc1cc(Cl)ccc1Cl)C(Cl)(Cl)Cl)c1ccco1 (centres undefined)
2) Cc1nc2c3cnn(-c4ccccc4)c3ncn2n1
3) Cc1[nH]nc2c1C(c1cccs1)C(C#N)=C(N)O2 (centres undefined)
4) CC(=O)Nc1nc(C)c(CCCOc2ccc([N+](=O)[O-])cc2)c(=O)[nH]1
5) O=C(N/N=C/c1cc([N+](=O)[O-])ccc1N1CCCCCC1)c1ccccn1
6) Cc1ccc(OC(=O)c2ccc3nc(C)sc3c2)cc1
7) CCN(CC)Cc1c(O)ccc2c(=O)c(Oc3ccccc3OC)c(C)oc12
8) CC(C)(C)C(=O)Cn1c(NCCCO)nc2ccccc21
9) CCc1ccc(OCC(=O)NNC(=O)c2c(CC)noc2C)cc1
10) CN(Cc1ccc(Cl)cc1Cl)C(=O)CN1C(=O)NC2(CCCC2)C1=O

entry no.,1,2,3,4,5,6,7,8,9,10
GPR55 beta-arrestin,0.2%,-0.2%,0.3%,0.1%,0.1%,-0.1%,-0.3%,-0.2%,·,·
GPR35 antagonists,3%,0%,-11%,-4%,-3%,-15%,12%,-2%,·,·
GPR55 antagonists,3%,7%,-7%,4%,-19%,15%,0%,-6%,·,·
Hep lipid drop,·,8,17,-2,-23,6,-4,·,·,·
Hep lipid drop cells 6.5 µM,·,727,695,731,767,720,702,·,·,·
MgcRacGAP inhibition,7%,12%,10%,9%,0%,·,3%,17%,1%,4%
LYP inhibition,-2%,-5%,-6%,-5%,5%,-3%,-10%,0%,·,·
T cell HTS,i,i,i,i,i,i,i,i,i,i
T cell HTS vesicle-bound %,15,46,49,50,61,54,36,20,10,24
Large T inhibition,-5%,12%,11%,5%,21%,-2%,14%,-1%,10%,1%
NTR1 agonist,0.1,1.4,0.1,-1.8,3.7,2.5,-0.2,0.6,0.5,-0.2
NTR1 agonist cell count 20 µM,43,40,29,86,79,95,41,51,57,56

11) CCOC(=O)c1cc(COc2cc(Cl)cc(Cl)c2)on1
12) COc1ccc(-c2[nH]ncc2/C=N/NC(=O)c2cccc([N+](=O)[O-])c2)cc1OC
13) COC(=O)C1CCN(C(=O)CN(C)Cc2ccc(C(C)(C)C)cc2)CC1
14) COc1ccc(N2C(=O)C(Cl)=C(N3CCOCC3)C2=O)cc1
15) CC(C)N(C(=O)CN1CCC(c2nc3ccccc3[nH]2)CC1)C(C)C
16) CC(C)CNS(=O)(=O)c1ccc(OCC(=O)Nc2ccc(F)cc2F)cc1
17) CC(=O)Nc1ccc(S(=O)(=O)NCc2csc(C)n2)cc1
18) CCCC(=O)Nc1ccc2c(c1)nc1n2CCN(CCOC)C1
19) Cc1ccc(CCNC(=O)C23CN(Cc4ccccc4)CC2C(c2ccc([N+](=O)[O-])cc2)=NO3)cc1 (centres undefined)
20) COc1cccc(CNC(=O)C(C)n2nc(C)n3c(cc4occc43)c2=O)c1 (centres undefined)

entry no.,11,12,13,14,15,16,17,18,19,20
GPR55 beta-arrestin,-0.2%,-0.1%,1.2%,0.5%,-0.1%,0.3%,0.4%,-0.2%,0.3%,0.3%
GPR35 antagonists,-1%,2%,-11%,5%,17%,2%,9%,18%,16%,3%
GPR55 antagonists,-8%,-2%,8%,-4%,8%,7%,6%,-8%,-6%,7%
Hep lipid drop,-28,-10,6,-2,15,-32,9,-3,·,-2
Hep lipid drop cells 6.5 µM,334,676,829,854,673,729,692,840,·,687
MgcRacGAP inhibition,·,14%,2%,22%,4%,-3%,2%,5%,11%,11%
LYP inhibition,-10%,-4%,-6%,-1%,-5%,-4%,-6%,-9%,0%,-5%
T cell HTS,i,i,i,i,i,i,i,i,i,i
T cell HTS vesicle-bound %,18,30,37,40,29,41,26,25,13,31
Large T inhibition,5%,24%,8%,4%,7%,7%,3%,2%,18%,8%
NTR1 agonist,-0.7,-0.5,-1.4,1.0,-0.1,0.4,3.6,-0.3,1.8,-1.3
NTR1 agonist cell count 20 µM,41,94,59,59,63,63,40,91,96,63

# Entries of single compounds, looked up by structure. Screens in order: GPR55 beta-arrestin	GPR35 antagonists	GPR55 antagonists	Hep lipid drop	Hep lipid drop cells 6.5 µM	MgcRacGAP inhibition	LYP inhibition	T cell HTS	T cell HTS vesicle-bound %	Large T inhibition	NTR1 agonist	NTR1 agonist cell count 20 µM
# Shown for CCCC(=O)Nc1ccc2c(c1)nc1n2CCN(CCOC)C1 : -0.2%	18%	-8%	-3	840	5%	-9%	i	25	2%	-0.3	91
# Shown for COC(=O)C1CCN(C(=O)CN(C)Cc2ccc(C(C)(C)C)cc2)CC1 : 1.2%	-11%	8%	6	829	2%	-6%	i	37	8%	-1.4	59
# Shown for COc1ccc(N2C(=O)C(Cl)=C(N3CCOCC3)C2=O)cc1 : 0.5%	5%	-4%	-2	854	22%	-1%	i	40	4%	1.0	59
# Shown for CC(C)CNS(=O)(=O)c1ccc(OCC(=O)Nc2ccc(F)cc2F)cc1 : 0.3%	2%	7%	-32	729	-3%	-4%	i	41	7%	0.4	63
# Shown for CCOC(=O)c1cc(COc2cc(Cl)cc(Cl)c2)on1 : -0.2%	-1%	-8%	-28	334	·	-10%	i	18	5%	-0.7	41

# The results go on.
21) CCC(Sc1nc2ccsc2c(=O)n1-c1ccc(Cl)c(C)c1)C(=O)NCc1ccco1 (centres undefined)
22) Cc1nnc(SCc2nc(N)nc(Nc3ccccc3)n2)s1
23) Cn1c(SCc2ccc(C#N)cc2)nnc1-c1ccccc1
24) Cc1cc(C)n(CC(=O)c2ccc(Br)cc2)c(=O)c1C#N
25) O=C(COc1coc(CN2CCc3ccccc3C2)cc1=O)Nc1ccc(F)cc1F
26) COCCCN1C(=O)c2ccc(C(=O)NCc3ccccn3)cc2C1=O
27) COc1ccccc1N1CCN(C(=O)/C=C/c2c(Cl)nc3ccccn23)CC1
28) Cc1ccc(CN2C(=O)CCC2C(=O)NCC2CCCO2)cc1 (centres undefined)
29) CCOC(=O)C1(Cc2ccc(OC)cc2)CCN(C(=O)CN2CCOC2=O)CC1
30) CCCC(=O)Nc1ccc(-c2csc(-c3cccnc3)n2)cc1

entry no.,21,22,23,24,25,26,27,28,29,30
GPR55 beta-arrestin,-0.2%,-0.1%,-0.4%,0.3%,·,-0.1%,-0.3%,-0.1%,-0.1%,0.9%
GPR35 antagonists,-4%,3%,14%,-2%,·,-5%,1%,2%,5%,13%
GPR55 antagonists,14%,3%,18%,6%,·,7%,-4%,12%,-2%,-7%
Hep lipid drop,54*,·,·,0,·,0,31,10,3,-15
Hep lipid drop cells 6.5 µM,607*,·,·,762,·,686,675,685,712,762
MgcRacGAP inhibition,9%,5%,8%,6%,9%,4%,3%,14%,10%,7%
LYP inhibition,-6%,-11%,4%,-5%,·,-9%,1%,0%,-7%,-1%
T cell HTS,i,i,i,i,i,i,i,i,i,i
T cell HTS vesicle-bound %,49,46,17,35,42,26,14,36,29,38
Large T inhibition,18%,7%,11%,-3%,7%,4%,7%,2%,4%,1%
NTR1 agonist,15,-0.7,-0.9,3.5,11,0.2,0.3,-0.1,1.0,2.6
NTR1 agonist cell count 20 µM,67,86,40,73,55,70,102,45,68,53

31) O=C(O)c1ccc(Nc2c3ccccc3nc3ccccc23)cc1
32) Cc1ccc(S(=O)(=O)CC(=O)c2ccc3c(c2)OCCO3)cc1
33) CCOC(=O)CC(=O)CSc1ccc2nnc(-c3ccc(F)cc3)n2n1
34) COc1cccc(NC(=O)CSc2nnc(-c3ccc(C)cc3)o2)c1
35) CCc1ccc(C(=O)N/N=C(\C)c2cccnc2)s1
36) Cc1cc[n+](-c2nc3ccccc3nc2C(=C=[N-])C#N)cc1
37) CN(C)CCCNCC(=O)c1c(-c2ccccc2)n(C)c2ccccc12
38) C/C(=N/Nc1nc(C)c(C)s1)c1cccc([N+](=O)[O-])c1
39) Cc1nc2ccc(NC(=O)c3ccc(F)c(S(=O)(=O)N4CCOCC4)c3)cc2s1
40) O=S(=O)(c1cccc(-c2n[nH]c(=S)o2)c1)N1CCOCC1

entry no.,31,32,33,34,35,36,37,38,39,40
GPR55 beta-arrestin,0.0%,-0.1%,-0.1%,1.2%,0.5%,-0.3%,-0.1%,-0.3%,-0.1%,-0.1%
GPR35 antagonists,-5%,4%,1%,-11%,-20%,16%,1%,5%,2%,1%
GPR55 antagonists,4%,3%,9%,-8%,-2%,5%,-2%,6%,0%,9%
Hep lipid drop,-3,-5,·,·,-21,·,·,4,·,11
Hep lipid drop cells 6.5 µM,818,730,·,·,617,·,·,732,·,719
MgcRacGAP inhibition,8%,10%,10%,-2%,4%,9%,95µM*,2%,1%,18%
LYP inhibition,-15%,-11%,0%,-8%,-16%,8%,-7%,-5%,-5%,-6%
T cell HTS,i,i,i,i,i,i,i,i,i,i
T cell HTS vesicle-bound %,27,26,39,31,13,44,43,61,8,31
Large T inhibition,6%,4%,9%,3%,0%,8%,-6%,6%,-4%,15%
NTR1 agonist,0.9,0.1,1.0,1.2,0.1,1.0,·,2.3,2.5,1.9
NTR1 agonist cell count 20 µM,41,54,56,67,75,89,·,47,40,67

41) NS(=O)(=O)c1cccc(NC(=O)Cn2cc(C(F)(F)F)cc(Cl)c2=O)c1
42) NS(=O)(=O)c1ccc(NC(=S)NC(=O)/C=C/c2ccco2)cc1
43) FC(F)(F)c1cccc(CNc2ncccc2-c2nc3cc(Cl)ccc3o2)c1
44) CN=C1c2cc3cc(OC)ccc3n2CCN1Cc1ccccc1

entry no.,41,42,43,44
GPR55 beta-arrestin,-0.1%,0.2%,-0.2%,-0.1%
GPR35 antagonists,7%,-4%,6%,-1%
GPR55 antagonists,-10%,7%,9%,12%
Hep lipid drop,-5,-22,·,7
Hep lipid drop cells 6.5 µM,713,657,·,762
MgcRacGAP inhibition,15%,-1%,7%,11%
LYP inhibition,-12%,2%,-10%,-10%
T cell HTS,i,i,i,·
T cell HTS vesicle-bound %,39,53,43,·
Large T inhibition,18%,32%,1%,7%
NTR1 agonist,1.0,0.6,-0.3,·
NTR1 agonist cell count 20 µM,55,64,110,·
